Screens as filed in PubChem BioAssay.
STEP block: STEP (human) phosphatase inhibition; P54829; recombinant STEP, OMFP fluorogenic substrate, fluorescence; inhibition, % at 20 µM; 360,000 tested, 0.25% active;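 active means inhibition at 20 µM, scaled per plate between control wells, above about 37%, limit read from the data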;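 further: 0% = DMSO with enzyme and substrate and 100% = substrate only without enzyme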
Target sequence (P54829 whole entry, looked up): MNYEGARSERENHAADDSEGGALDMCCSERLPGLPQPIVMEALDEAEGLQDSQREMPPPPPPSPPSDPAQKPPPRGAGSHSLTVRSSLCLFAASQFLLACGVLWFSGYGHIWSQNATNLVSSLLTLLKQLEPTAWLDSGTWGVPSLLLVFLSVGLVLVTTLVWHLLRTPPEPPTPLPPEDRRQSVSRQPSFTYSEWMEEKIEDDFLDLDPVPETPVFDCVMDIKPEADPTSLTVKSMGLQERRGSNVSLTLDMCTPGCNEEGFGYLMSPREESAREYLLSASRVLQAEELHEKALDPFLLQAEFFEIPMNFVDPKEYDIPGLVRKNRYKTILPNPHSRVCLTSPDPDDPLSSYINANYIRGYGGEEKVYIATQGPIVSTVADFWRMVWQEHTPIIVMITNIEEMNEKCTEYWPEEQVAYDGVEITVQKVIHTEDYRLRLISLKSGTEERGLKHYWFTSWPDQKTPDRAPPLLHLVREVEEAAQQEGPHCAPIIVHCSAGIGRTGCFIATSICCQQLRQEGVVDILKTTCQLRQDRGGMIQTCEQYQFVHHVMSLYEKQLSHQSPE
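Test system: STEP tyrosine phosphatase / Reagent: OMFP at 25 µM / Doses: 20 µM, 1% DMSO / Read-out: percent inhibition scaled to no-enzyme and uninhibited-enzyme controls, plate-pattern corrected / Detection: FITC-channel fluorescence of OMFP product / Medium: Bis-Tris buffer pH 6.0, 2.5 mM DTT, 0.005% Tween 20 / Schedule: 20 min at room temperature, dark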
CSN deneddyl inh: CSN deneddylation inhibition; Q92905; Purified CSN, SCF-Nedd8-OG deneddylation, fluorescence polarization; inhibition, % at 12.5 µM; 360,000 tested, 0.38% active; AID 651999;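 active means pattern-corrected inhibition above about 35%, with an unprinted fluorescence ratio check between 0.5 and 1.5, limit read from the data, passing the limit was not always enough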;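 further: 0% = enzyme with substrate and 100% = substrate without enzyme; some results filed as inactive read as strong as hits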
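Test system: Human Csn5 produced in HEK293T cells | Compound: 12.5 µM single point | Times: 90 min, room temperature | Signal: Fluorescence polarization readout | Read-out basis: % inhibition of substrate cleavage by Csn5 | Controls: no-enzyme wells high, enzyme-with-substrate wells low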
Scp-1 inhibitor: blocks human Scp-1 phosphatase activity; Q9GZU7; Recombinant Scp1, phosphopeptide, malachite green phosphate absorbance; inhibition, % at 20 µM; 340,000 tested, 0.88% active;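 active means inhibition above about 50% at 20 µM, limit read from the data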;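 further: plate controls were DMSO wells with enzyme for no effect and wells lacking enzyme for full effect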
Target sequence (Q9GZU7 76-261 limits assumed): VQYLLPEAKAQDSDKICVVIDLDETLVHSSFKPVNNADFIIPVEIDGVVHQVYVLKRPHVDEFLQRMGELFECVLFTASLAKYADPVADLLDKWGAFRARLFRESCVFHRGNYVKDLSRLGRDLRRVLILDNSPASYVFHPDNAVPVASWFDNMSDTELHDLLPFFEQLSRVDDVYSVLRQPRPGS
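Test system: SCP-1 phosphatase catalytic domain, residues 76-261 | Compound dosing: One concentration, 20 µM, with 1.0% DMSO | Schedule: 45 min room-temperature reaction, 5 min colour, 30 min stabiliser | Detection: Absorbance at 630 nm | Read-out basis: % inhibition of SCP-1 phosphate liberation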
Rpn11 block: inhibitors of human proteasome Rpn11; human 26S proteasome, Ub4-pepOG fluorescence polarization; 20S core pre-blocked with epoxomicin; 360,000 tested, 0.59% active; calls only at 20 µM; O00487;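 active means inhibition at 20 µM, scaled to each plate's controls, above about 33%, limit read from the data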
LMPTP inh: LMPTP (human) inhibition; inhibition, % at 20 µM; 360,000 tested, 0.22% active; recombinant LMPTP-A, OMFP fluorogenic substrate, fluorescence intensity;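 active means compounds that cut the enzyme signal by at least half of the control window in the single-dose screen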;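 further: plate controls were DMSO wells with enzyme plus substrate for no effect and substrate without enzyme for full effect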
Target sequence (P24666 whole entry, looked up): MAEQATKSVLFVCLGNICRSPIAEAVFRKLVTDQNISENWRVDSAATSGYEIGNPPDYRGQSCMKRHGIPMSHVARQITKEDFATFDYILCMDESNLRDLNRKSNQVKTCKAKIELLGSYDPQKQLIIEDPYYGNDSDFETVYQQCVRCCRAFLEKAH
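Buffer or medium: Bis-Tris pH 6.0, DTT, detergent; Assay system: LMPTP-A enzyme; Quantity: 0.625 nM enzyme; Detection: endpoint fluorescence intensity; Times: 50 min dark incubation at room temperature; Controls: substrate-only low control, DMSO enzyme-plus-substrate high control; Doses: single 20 µM dose; Read-out: percent inhibition versus substrate-only and uninhibited controls; Reagent: 400 µM OMFP.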
NadD inh: blocks S. aureus nicotinate mononucleotide adenylyltransferase. purified NadD enzyme, colorimetric absorbance read-out. 360,000 tested, 0.78% active. inhibition, % at 20 µM. AID 602399; in the data active means inhibition above about 26%; further: some compounds past the cut are filed as inactive
TbMetRS inhib: Trypanosoma brucei MetRS inhibition. purified T. brucei MetRS, ATP depletion, Kinase-Glo luminescence. inhibition, % at 11.9 µM. 360,000 tested, 0.4% active. AID 624268;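 active means inhibition above a per-plate cutoff of the control wells' mean inhibition plus 3 SD, cut at about 5.5% in these data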;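 further: 0% = DMSO wells median and 100% = median of wells with control inhibitor compound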
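Test system: purified T. brucei MetRS enzyme. Also added: ATP, methionine and E. coli bulk tRNA substrates. Compound: 11.9 µM single point. Schedule: 15 min enzyme-compound preincubation, 2 h reaction, 10 min detection, 25 °C. Signal: luciferase luminescence of residual ATP, Kinase-Glo. Evaluation: percent inhibition versus plate control medians. Controls: DMSO wells, low control.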
DNMT1 block: DNMT1 (human) enzyme inhibition; P26358; inhibition (reported as % activation of signal), % at 10 µM; DNMT1 molecular beacon, Hinp1I cleavage, fluorescence; 360,000 tested, 0.83% active; in the data active means inhibition above about 50%
SUMO1-SIM PPI: SUMO1-SIM interaction modulation. P63165. SUMO1 binding to a labelled peptide, TR-FRET, 1 h. inhibition, % at 20 µM. 360,000 tested, 0.33% active. AID 602429; in the data active means inhibition above about 37%
Target sequence (P63165 whole entry, looked up): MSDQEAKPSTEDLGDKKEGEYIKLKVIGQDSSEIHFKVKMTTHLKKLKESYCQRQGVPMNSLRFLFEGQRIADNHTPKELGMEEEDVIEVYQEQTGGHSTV
MsrA inhibitor: inhibitors of bovine MsrA; purified bovine MsrA, absorbance read-out; inhibition, % at 15.5 µM; 360,000 tested, 0.75% active; AID 651718; in the data active means inhibition above about 4.5%;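 further: 0% = vehicle wells with enzyme and 100% = reference inhibitor wells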
The depositor's hits bear a star; i = inactive; & = joins results of further samples. Outcome played no part in choosing rows. Share with any hit: about 3.9%.

STEP block,CSN deneddyl inh,Scp-1 inhibitor,Rpn11 block,LMPTP inh,NadD inh,TbMetRS inhib,DNMT1 block,SUMO1-SIM PPI,MsrA inhibitor,molecule
5,-3,-2,i,4.7,-4,-0.6,-8,-1,-2.0,CCO/C=C1\C(=O)N(c2ccc(OCC)cc2)C(=O)c2ccccc21
-2,-7,-6,i,-1.3,9,-0.1,0,-3,2.2,Clc1ccc(N2CCCCCC2)nn1
3,-6,3,i,-1.6,-1,-0.5,0,2,0.2,O=C(CCc1ccccc1)Nc1ncc2c(n1)CCCC2=O
34,-3,3,i,-0.6,2,-0.6,-2,-1,-0.6,Cc1c(Cl)cccc1NC(=S)N1CCN(c2ncccn2)CC1
-1,0,-10,i,3.3,-6,-1.4,-10,6,0.7,Fc1cccc(Oc2nc3ccccc3n3cccc23)c1
6,2,8,i,4.0,1,-0.2,5,5,-0.2,COc1ccc(NC(=O)CCNS(=O)(=O)c2cccc(C(C)=O)c2)cc1S(N)(=O)=O
-2,-3,-1,i,-0.4,-10,-1.4,-2,-1,1.8,COc1ccc(-c2cc(C3CCN(CC(O)C(F)(F)F)CC3)[nH]n2)cc1 (configuration not stated)
0,-1,-2,i,1.3,1,0.0,0,0,0.5,O=C(NCC1CCCO1)c1cccc(S(=O)(=O)NCc2ccccc2)c1 (configuration not stated)
1,1,1,i,-0.6,-2,-1.2,1,-3,0.9,CN(C)S(=O)(=O)c1ccccc1C#N
-1,-4,-5,i,0.9,0,0.6,-2,-9,0.8,Cc1[nH]n(-c2ccccc2)c(=O)c1C=Nc1ccc(S(=O)(=O)N(C)C)cc1
0,-3,5,i,1.6,-1,-0.5,-4,-21,-0.8,c1ccc(C2=Nc3c(ccc4ccccc34)C(c3ccncc3)=NN2)cc1
1,4,-3,i,2.2,20,0.9,-36,-5,-0.1,O=C(CSC1=NNC(c2ccccn2)S1)Nc1cccc(Cl)c1 (configuration not stated)
0,-12,-6,i,-1.2,-1,0.3,-3,5,1.0,CN(C(=O)c1cccn(Cc2ccccc2)c1=O)c1ccccc1
-1,0,-13,i,1.0,-2,-0.1,13,1,-1.0,Cn1c(N)c(C(=O)COC(=O)COc2cc(Cl)c(Cl)cc2Cl)c(=O)n(C)c1=O
-3,0,-5,i,-0.3,-6,-0.7,-1,-2,1.5,O=C(NCc1ccccc1F)c1cc(=O)[nH]c2ccccc12
4,-3,-5,i,0.6,-2,-0.1,0,6,-0.5,Cc1ccc(C(=O)N2CCN(c3cccc(C)c3C)CC2)o1
2,0,-8,i,1.7,-2,-0.3,-2,5,-0.8,O=C(c1ccc(S(=O)(=O)N2CCCC2)cc1)N1CCN(c2cccc(Cl)c2)CC1
-3,-7,-6,i,-0.3,-2,-0.7,2,-2,-1.4,O=C(O)CC1NC(=S)N(c2ccccc2)C1=O (configuration not stated)
-2,2,-10,i,0.1,-5,-0.5,6,2,1.4,CN(CC(=O)Nc1ccccc1Cl)C(=O)c1ccc(COc2ccccc2)cc1
1,-2,-3,i,-2.2,-3,-0.3,1,1,-0.4,O=C(COC(=O)C1(c2ccccc2F)CCCC1)N1CCNC1=O
7,4,2,i,0.6,0,-0.7,-1,-2,-0.4,CC1CCN(C(=S)c2cccc(O)c2)CC1
-8,-4,-2,i,-2.0,-4,-0.8,2,-9,0.3,CCOC(=O)c1cnc2ccc(OCC)cc2c1N1CCN(C)CC1
0,0,8,i,0.4,3,-0.3,12,-5,0.7,Cc1ccc(C(=O)COC(=O)[C@@H](NC(=O)c2ccco2)C(C)C)s1
-6,24,15,i,0.5,1,-0.1,50*,14,1.4,O=C(COC(=O)c1ccc([N+](=O)[O-])s1)c1ccc[nH]1
1,2,-6,i,0.2,-9,0.2,-1,3,0.1,COc1ccc2nc(-c3ccc(F)cc3)sc2c1

Three entries from above, sorted by formula weight, high to low:
STEP block,CSN deneddyl inh,Scp-1 inhibitor,Rpn11 block,LMPTP inh,NadD inh,TbMetRS inhib,DNMT1 block,SUMO1-SIM PPI,MsrA inhibitor,molecule
-1,0,-13,i,1.0,-2,-0.1,13,1,-1.0,Cn1c(N)c(C(=O)COC(=O)COc2cc(Cl)c(Cl)cc2Cl)c(=O)n(C)c1=O
3,-6,3,i,-1.6,-1,-0.5,0,2,0.2,O=C(CCc1ccccc1)Nc1ncc2c(n1)CCCC2=O
-1,0,-10,i,3.3,-6,-1.4,-10,6,0.7,Fc1cccc(Oc2nc3ccccc3n3cccc23)c1

(continued)
STEP block,CSN deneddyl inh,Scp-1 inhibitor,Rpn11 block,LMPTP inh,NadD inh,TbMetRS inhib,DNMT1 block,SUMO1-SIM PPI,MsrA inhibitor,molecule
-6,2,-5,i,0.4,-2,-0.6,2,0,0.3,CCOC(=O)CNCCC(=O)c1ccc(Br)cc1
-5,-4,-4,i,-1.7,-1,-0.4,-3,2,1.6,O=C(COc1ccccc1)Nc1ccc2[nH]ncc2c1
-4,-10,-8,i,-0.4,-4,-0.2,-2,0,1.5,CCn1c(SC2CCOC2=O)nnc1-c1ccc(Cl)cc1 (configuration not stated)
4,4,-1,i,0.0,20,-0.3,-1,0,1.7,COc1cc(/C=C2/C(=N)N3N=C(CC(=O)N4CCOCC4)SC3=NC2=O)ccc1OCc1ccc(F)cc1
0,0,-8,i,1.1,-1,-0.2,5,-3,-0.1,O=C(NCCc1ccccc1)c1cc(-c2ccc3c(c2)OCO3)on1
1,5,-9,i,-0.7,-7,54*,0,18,4.1,Cc1cccc(NC(=O)CCC(=O)N/N=C/c2ccc(O)cc2O)c1
-3,0,7,i,-0.2,-2,-0.2,2,-1,1.4,Cc1ccccc1-c1nc(CS(=O)(=O)CC(=O)N2CCOCC2)c(C)o1
-3,0,-19,i,0.1,-3,-1.3,-1,3,1.9,COc1ccc(-c2noc(N3CCC(C(=O)Nc4cccc(OC)c4)CC3)n2)cc1
-2,-1,-7,i,-0.9,-5,-0.3,-1,6,-0.7,COc1ccc(S(=O)(=O)N2CCCC2CNC(=O)C(=O)NCc2ccc(C)cc2)cc1 (configuration not stated)
-2,1,-1,i,0.2,6,0.1,28,-16,-0.1,CCCC[n+]1ccn(-c2nc3ccccc3nc2[N-]S(=O)(=O)c2cccs2)c1
2,1,-25,i,-0.3,5,-1.3,8,-1,-0.7,COC(=O)C1C2CCC(C2)C1C(=O)OCC(=O)c1ccc(C)cc1 (configuration not stated)
-1,-9,3,i,0.8,-5,-0.2,3,0,0.6,C=C(C)c1cccc(C(C)(C)NC(=O)Nc2ccc(OC)nc2)c1
0,1,-5,i,-1.2,4,0.1,2,-2,0.1,O=C(COC(=O)COc1ccc(Cl)cc1Cl)NC1CC1
1,3,-1,i,0.0,2,0.7,-7,-4,0.5,O=C(NC(CC(=O)N1CCN(c2ccccc2)CC1)c1ccccc1)c1ccccc1Cl (configuration not stated)
2,0,-9,i,-1.0,1,0.8,2,5,1.4,Cn1c(=O)c(=O)n(C)c2cc(S(=O)(=O)N3CCCC3C(=O)NCc3cccnc3)ccc21 (configuration not stated)
-1,-3,3,i,-1.1,3,0.0,2,3,0.1,O=C(c1ccco1)N1CCN=C1SCc1cccc(F)c1
-1,2,-4,i,-0.9,-2,-0.3,3,-5,0.2,CCOC(=O)CNS(=O)(=O)c1ccc(C)cc1
1&-7,5&2,-9&0,i,-1.3&0.6,-2&2,-0.5&-0.3,-15&-11,-2&0,0.5&-0.8,O=C(Cc1cc(=O)[nH][nH]1)N/N=C/c1cccc(Cl)c1Cl
1,3,-4,i,0.2,-1,6.7*,2,2,0.4,Clc1ccc(-n2c(SCc3nc4ccccc4[nH]3)nnc2-c2ccncc2)cc1
2,-1,5,i,0.4,-1,-0.5,3,3,1.4,COC(=O)c1cc(-c2cccc(OC)c2)n[nH]1
2,-3,4,i,-0.8,-3,2.1,-6,-2,0.4,NS(=O)(=O)c1ccc(NC(=S)NCc2ccccc2Cl)cc1
0,4,-11,i,0.3,2,1.7,-1,-1,-1.1,Cc1ccc(S(=O)(=O)/N=C(\N)c2ccc(Cl)cc2)cc1
1,1,-7,i,0.3,1,-1.0,-2,2,0.9,COC(=O)c1sccc1NC(=S)N1CCN(c2ccccc2F)CC1
-2,4,-7,i,-0.7,3,-0.5,-2,0,0.3,Cn1c(SCC(=O)NNC(=S)Nc2ccccc2)nnc1-c1ccccc1
0,6,-8,i,-1.3,-2,-0.1,-2,-4,0.1,CN(C)S(=O)(=O)c1cccc(NC(=O)c2n[nH]c(=O)c3ccccc23)c1

Record cards (already shown). Screens in order: STEP block | CSN deneddyl inh | Scp-1 inhibitor | Rpn11 block | LMPTP inh | NadD inh | TbMetRS inhib | DNMT1 block | SUMO1-SIM PPI | MsrA inhibitor
Clc1ccc(N2CCCCCC2)nn1 is entered as -2 | -7 | -6 | i | -1.3 | 9 | -0.1 | 0 | -3 | 2.2
COC(=O)c1sccc1NC(=S)N1CCN(c2ccccc2F)CC1 is entered as 1 | 1 | -7 | i | 0.3 | 1 | -1.0 | -2 | 2 | 0.9
CN(C)S(=O)(=O)c1ccccc1C#N is entered as 1 | 1 | 1 | i | -0.6 | -2 | -1.2 | 1 | -3 | 0.9

A different layout for part of the listing above:
smiles	STEP block	CSN deneddyl inh	Scp-1 inhibitor	Rpn11 block	LMPTP inh	NadD inh	TbMetRS inhib	DNMT1 block	SUMO1-SIM PPI	MsrA inhibitor
Cc1ccc(C(=O)COC(=O)[C@@H](NC(=O)c2ccco2)C(C)C)s1	0	0	8	i	0.4	3	-0.3	12	-5	0.7
O=C(COC(=O)c1ccc([N+](=O)[O-])s1)c1ccc[nH]1	-6	24	15	i	0.5	1	-0.1	50*	14	1.4

New compounds follow.
STEP block,CSN deneddyl inh,Scp-1 inhibitor,Rpn11 block,LMPTP inh,NadD inh,TbMetRS inhib,DNMT1 block,SUMO1-SIM PPI,MsrA inhibitor,molecule
1,-6,1,i,0.1,-8,-0.5,1,-6,0.5,COC(=O)c1sc(NC(=S)NC(=O)c2ccccc2C)nc1C
0,0,-6,i,-1.0,2,-0.1,5,-9,-0.8,O=C(CN1CCN(C(=O)CNC(=O)c2ccc3c(c2)OCO3)CC1)Nc1ccccc1Cl
1,-3,-7,i,1.6,-3,-1.2,24,4,-0.1,Cc1cccc2cc3c(NC(=O)c4ccccn4)nn(C)c3nc12
-2,1,-10,i,-0.3,3,0.6,1,5,-0.2,C/C(=N/NC(=S)Nc1ccccc1)c1ccc2c(c1)OCO2
